Compound activity: PubChem, National Center for Advancing Translational Sciences (NCATS)
LMNA splice mod: modulators of lamin A splicing; Potency, µM (doses to about 46.1 µM), for inactives: at the highest dose ratio change, negative = inhibition, hits mostly inhibitors; HeLa LMNA splicing GFP/RFP minigene ratio, 48 h; AID 1487; actives 0.01% (n = 200,000); active = well fitted inhibition curve with a large enough effect in the signal ratio, with a control signal flat, not every such curve was filed as active; inconclusive = small, poorly fitted or top-dose-only effect, or effect the other way, or a change in a side signal; the % refers to the signal ratio; note: potency is the fitted concentration of half-maximal effect; % is set by controls: 0 for no effect and ±100 for the full control effect
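Read-out is the ratio of GFP to DsRed2 object intensity, acquired by 488 nm laser-scanning cytometry on HeLa lamin A-EGFP minigene reporter cells. Compound incubation 48 hrs at 37 °C in Opti-MEM with 2% FBS; DMSO 0.5% final.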
IMPase Li cell: IMPase inhibition in cells with lithium potentiation; CHO-M1 cells, IP1 TR-FRET (IP-One), carbachol + lithium; Potency, µM (top dose mostly 59.4 µM), for inactives: at the top dose activity, negative = IMPase inhibition, usual class: inhibitors; actives 0.35% (n = 210,000); AID 1457;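 note: IP1 builds up when IMPase is blocked and the TR-FRET signal falls; potency is the fitted concentration of half-maximal effect; plate controls were basal vehicle for no effect and high inhibitor control for full effect; nearly all actives have a fitted effect of over 50% in size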
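CHO-M1, 2000 cells/well, 16–30 h culture; cpd + low Li+, 30 min 37C; lysis with d2-IP1/Eu-anti-IP1 Ab, 10 min RT; TR-FRET 665/620 ratio and 620 channel; AC50 via Hill.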
Luc counter: blocks Kinase-Glo luciferase, a counter-screen artifact. Q27757. Kinase-Glo luciferase, ATP luminescence, 8 min. Potency, µM (titrated, usually from 38.3 µM), without a hit: top-dose activity change, negative = inhibition, most hits filed as inhibitors. actives 0.28% (n = 200,000). AID 1379; note: potency is the fitted concentration of half-maximal effect; % is set by controls: 0 for no effect and ±100 for the full control effect; nearly all actives have a fitted effect of over 60% in size
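Light output from Kinase-Glo luciferase with luciferin and 10 uM ATP in 50 mM imidazole pH 7.2, KCl, MgCl2, Tween 20, BSA; compound pin-delivered, 8-min ambient incubation, then luminescence read.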
NPSR antagonist: neuropeptide S receptor (human) antagonism, cAMP | CHO-NPSR cells, cAMP TR-FRET, antagonist mode | Potency, µM (highest dose often 38.3 µM), for the others: at the highest dose activity change, negative = inhibition, actives largely listed as inhibitors | actives 1% (n = 220,000); note: potency is the fitted concentration of half-maximal effect; % is set by controls: 0 for no effect and ±100 for the full control effect; nearly all actives have a fitted effect of over 50% in size; many of its hits are not listed in these tables
Target sequence (Q6W5P4 whole entry, looked up): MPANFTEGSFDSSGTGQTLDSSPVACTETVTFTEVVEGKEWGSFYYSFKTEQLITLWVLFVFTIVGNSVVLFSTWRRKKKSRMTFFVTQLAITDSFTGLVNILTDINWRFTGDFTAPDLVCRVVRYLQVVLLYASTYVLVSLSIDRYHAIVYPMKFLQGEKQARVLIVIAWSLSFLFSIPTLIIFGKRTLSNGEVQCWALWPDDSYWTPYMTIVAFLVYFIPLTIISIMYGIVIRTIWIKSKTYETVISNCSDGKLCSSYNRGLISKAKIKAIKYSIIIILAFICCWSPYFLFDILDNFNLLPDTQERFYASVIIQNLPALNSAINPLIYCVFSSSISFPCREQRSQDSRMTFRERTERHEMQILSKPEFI
CBFb RUNX1 block: inhibitors of human CBF-beta and RUNX1 interaction; Q01196+Q13951; AlphaScreen CBFb-His/RUNX1-biotin binding, biochemical; Potency, µM (highest dose often 59.8 µM), for inactives: at the top dose activity, negative = inhibition, actives largely listed as inhibitors; 230,000 tested, under 10 active; AID 1477; note: % of control where 0% means no effect
Target sequence (Q01196 whole entry, looked up): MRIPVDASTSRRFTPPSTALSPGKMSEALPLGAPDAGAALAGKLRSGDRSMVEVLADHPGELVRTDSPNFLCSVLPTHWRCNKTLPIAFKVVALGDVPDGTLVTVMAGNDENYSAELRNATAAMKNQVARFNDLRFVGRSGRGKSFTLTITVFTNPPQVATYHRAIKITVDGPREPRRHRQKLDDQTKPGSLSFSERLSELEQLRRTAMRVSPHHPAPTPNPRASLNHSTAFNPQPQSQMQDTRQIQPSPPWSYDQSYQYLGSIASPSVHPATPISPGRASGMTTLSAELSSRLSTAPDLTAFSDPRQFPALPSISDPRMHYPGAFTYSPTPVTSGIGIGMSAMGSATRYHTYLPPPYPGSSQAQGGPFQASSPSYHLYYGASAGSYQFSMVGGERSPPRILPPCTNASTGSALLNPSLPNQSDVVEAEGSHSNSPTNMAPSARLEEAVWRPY
Target sequence (Q13951 whole entry, looked up): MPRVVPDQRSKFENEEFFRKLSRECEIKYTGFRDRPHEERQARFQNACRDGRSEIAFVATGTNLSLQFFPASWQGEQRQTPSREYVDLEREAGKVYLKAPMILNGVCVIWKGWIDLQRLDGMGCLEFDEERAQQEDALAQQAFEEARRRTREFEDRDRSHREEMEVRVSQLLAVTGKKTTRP
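CBF-beta (His) and RUNX1 (biotin), 30 nM each; 20 min preassociation; + compound, 15 min; + beads 50 ng each (Ni, streptavidin), 90 min; RT; AlphaScreen read.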
GLA spleen mod: inhibits or activates alpha-galactosidase in human spleen homogenate; P06280; human spleen homogenate, 4MU-alpha-Gal fluorescence, 40 min; Potency, µM (highest dose often 80 µM), for inactives: at the top dose activity change, negative = inhibition, usual class: inhibitors; actives 0.008% (n = 240,000);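 note: potency is the fitted concentration of half-maximal effect; 0% = enzyme with vehicle and -100% = no enzyme basal signal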
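Human spleen homogenate (1 ug) was the enzyme source, with 4-methylumbelliferyl-alpha-D-galactopyranoside (1 mM final) in pH 5.0 citrate buffer with 0.01% Tween-20. Compounds were titrated; after 40 min at 37C, NaOH/glycine stop, 4-MU fluorescence read; AC50 from Hill fits.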
Epigenetic reg: derepresses silenced GFP reporter in murine cells; murine LDR cells, GFP reporter derepression, 30 h; Potency, µM (top dose mostly 53.9 µM), without a hit: top-dose GFP activation, actives largely listed as activators; actives 0.2% (n = 280,000); AID 1865; note: potency is the fitted concentration of half-maximal effect; % of control where 0% means no effect; nearly all actives have a fitted effect of over 60% in size
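GFP-positive cell count by laser-scanning cytometry (objects 20–120 um) after 30 h, 37 C compound exposure of murine LDR cells; reporter is CMV-GFP integrated at a silenced locus, inducible by HDAC or DNMT inhibitors.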
Numbers without * were called inactive; u = inconclusive; x = no result given; & = joins results of further samples; [ ] = remark or other dose. Unless noted, calls come from the whole dose curve; as a rule, active = well fitted curve in the direction sought with a large enough effect; inconclusive = small, poorly fitted or top-dose-only effect, or another doubt; inactive = no such curve, though single readings can be large; an effect the other way counts as inactive or inconclusive. An excerpt; count on the stated rates, not on these rows.

Letter code – A = LMNA splice mod; B = IMPase Li cell; C = Luc counter; D = NPSR antagonist; E = CBFb RUNX1 block; F = GLA spleen mod; G = Epigenetic reg
Cc1nc(SCCC(C)C)c([N+](=O)[O-])[nH]1
  A: 2% | B: -8%[38.3 µM] | C: -2% | D: -8%[46.1 µM] | E: 0% | F: -1% | G: 1.6%
CCCCC(=O)Nc1nc(C)c(C(C)=O)s1
  A: 0% | B: 6%[38.3 µM] | C: 15% | D: 1%[46.1 µM] | E: 1% | F: -3% | G: -1.6%
CNC(=O)n1cc(C)c(-c2cccs2)n1
  A: x | B: x | C: x | D: -8% | E: 0% | F: -7% | G: 0.1%
CCOC(=O)c1cc2sc(C)cc2n1CC(=O)NCCc1ccccc1
  A: 17% | B: u | C: 1% | D: 6%[46.1 µM] | E: -7% | F: u | G: 4.3%
CC(C)C1N=C2c3ccccc3N=C(SCc3cc(=O)n4cc(Cl)ccc4n3)N2C1=O (configuration not stated)
  A: 7% | B: -6%[38.3 µM] | C: 0% | D: -40%[46.1 µM] | E: 3% | F: 3% | G: -1.1%
[O-]c1n[n+](-c2ccc(Cl)cc2Cl)cc2ccccc12
  A: x | B: 6% | C: 3% | D: -22% | E: -5% | F: -7% | G: -0.4%
COC(=O)[C@@]1(Cc2ccc(OC)cc2)[C@H]2c3cc(C(=O)N(C)C)[nH]c3C[C@H]2CN1C(=O)c1ccccc1
  A: u | B: -1%&-1% | C: -2%&0% | D: -13% | E: 0%[2.36 µM] | F: 3%&0% | G: -2.4%&0.5%
Cc1ccccc1Nc1c([N+](=O)[O-])ccc2c1=NC1(CCCCC1)N=2
  A: 7% | B: -16%[38.3 µM] | C: -4% | D: -25%[46.1 µM] | E: -7% | F: 4% | G: -3.6%
O=C(CC1N=C2c3ccccc3N=C(SCc3ccccc3Cl)N2C1=O)NCc1ccco1 (configuration not stated)
  A: 13% | B: 9% | C: 7% | D: -16%[46.1 µM] | E: -18% | F: 0% | G: -3.4%
CCOC(=O)CSCC(NC(=O)OC(C)(C)C)C(=O)OCC (configuration not stated)
  A: -1% | B: 4%[38.3 µM] | C: -1% | D: -8%[46.1 µM] | E: 2% | F: -5% | G: -1.1%
CCOC(=O)C(/C=C(\C#N)C(=O)OCC)=C(/N)N1CCN(c2ccc(OC)cc2)CC1
  A: -2% | B: -12%[38.3 µM] | C: 1% | D: -19%[46.1 µM] | E: -2% | F: -8% | G: -0.7%
Cn1c(-c2ccc(F)cc2)cnc1NCc1ccc(F)cc1
  A: -1% | B: 10%[38.3 µM] | C: -3% | D: -7%[46.1 µM] | E: -3% | F: -1% | G: 0.3%
CCOc1cc(CNC(C)C)c(Cl)cc1OCC(=O)NCCc1ccccc1
  A: -4% | B: 36%[38.3 µM] | C: -3% | D: 2%[46.1 µM] | E: 1% | F: 6% | G: -1.5%
O=C1CC(c2ccc(Cl)cc2)SC(N(c2ccccc2)c2ccccc2)=N1 (configuration not stated)
  A: u | B: 4% | C: -2% | D: u | E: -17% | F: -5% | G: -1.3%
N#CCCCn1c(-c2ccccc2)noc1=O
  A: 6% | B: -5%[38.3 µM] | C: 1% | D: -1%[46.1 µM] | E: 2% | F: 3% | G: 2.9%
O=C(Nc1ccc(-c2nc3ccccc3c(=O)o2)cc1)c1ccco1
  A: -5% | B: -7% | C: -4% | D: 8% | E: -4% | F: 8% | G: 3.4%
COc1cccc2cc(C(=O)NCC3CCCO3)c(=O)oc12 (configuration not stated)
  A: -14% | B: 6%[38.3 µM] | C: -7% | D: -10%[46.1 µM] | E: 1% | F: 3% | G: -1.1%
Fc1ccc(-n2c(-c3ccc4c(c3)OCO4)n[nH]c2=S)cc1Cl
  A: -13% | B: -1% | C: 1% | D: -8%[46.1 µM] | E: 5% | F: 4% | G: 1.3%
Cc1ccc(S(=O)(=O)Nc2c(C)n(C)n(-c3ccccc3)c2=O)cc1
  A: 13%[46 µM] | B: -1% | C: -1%&0% | D: 2% | E: 8%&2% | F: 0%&5% | G: -0.4%&-4.2%
CC(C)[C@@H](CC(=O)N[C@@H]1CCNC[C@H]1C(=O)N[C@H](CC(=O)N[C@@H](CCC(=O)O)CC(=O)O)Cc1ccccc1)NC(=O)C[C@H](Cc1c[nH]c2ccccc12)NC(=O)[C@@H]1CCCC[C@H]1N
  A: x | B: 1% | C: -4% | D: x | E: 6% | F: -1% | G: 0.0%

Record cards, from the list above. Order of values: LMNA splice mod, IMPase Li cell, Luc counter, NPSR antagonist, CBFb RUNX1 block, GLA spleen mod, Epigenetic reg
Record of Fc1ccc(-n2c(-c3ccc4c(c3)OCO4)n[nH]c2=S)cc1Cl → -13%, -1%, 1%, -8%[46.1 µM], 5%, 4%, 1.3%
Record of CC(C)[C@@H](CC(=O)N[C@@H]1CCNC[C@H]1C(=O)N[C@H](CC(=O)N[C@@H](CCC(=O)O)CC(=O)O)Cc1ccccc1)NC(=O)C[C@H](Cc1c[nH]c2ccccc12)NC(=O)[C@@H]1CCCC[C@H]1N → x, 1%, -4%, x, 6%, -1%, 0.0%
Record of Cc1ccc(S(=O)(=O)Nc2c(C)n(C)n(-c3ccccc3)c2=O)cc1 → 13%[46 µM], -1%, -1%&0%, 2%, 8%&2%, 0%&5%, -0.4%&-4.2%

(list continues)
Letter code – A = LMNA splice mod; B = IMPase Li cell; C = Luc counter; D = NPSR antagonist; E = CBFb RUNX1 block; F = GLA spleen mod; G = Epigenetic reg
Cc1ccc(OCCNS(=O)(=O)c2ccc(N3CCCC3=O)cc2)cc1
  A: u | B: 4% | C: -1% | D: 14%[46.1 µM] | E: 7% | F: 4% | G: -1.2%
N#Cc1c(N)sc2c1CCN(C(=O)OCc1ccccc1)C2
  A: 10% | B: 26%[38.3 µM] | C: -3% | D: -25%[46.1 µM] | E: -11% | F: 12% | G: 2.2%
O=C(O)CCC(=O)Nc1cccc(C(=O)Nc2ccc(Br)cc2)c1
  A: x | B: -2% | C: 0% | D: 9% | E: 4% | F: 9% | G: 0.0%
N#C/C(=N\Nc1cccc(F)c1)C(=N)N1CCCCCC1
  A: u | B: -3% | C: 0% | D: -37% | E: -20% | F: -10% | G: 4.5%
O=S(=O)(c1cccc(S(=O)(=O)N2CCC(N3CCCCC3)CC2)c1)N1CCOCC1
  A: 3% | B: 21%[38.3 µM] | C: 1% | D: 6%[46.1 µM] | E: 6% | F: 2% | G: 2.0%
C=CCNC(=O)c1onc(CSc2cccc(OC)c2)c1C(=O)NCC=C
  A: x | B: x | C: x | D: -3% | E: 13% | F: 4% | G: 7.0%
CCC(C)NCCOc1ccccc1C (configuration not stated)
  A: 4%[46 µM] | B: 6% | C: -2% | D: 1% | E: 7% | F: 10% | G: 1.1%
CC(C)CNS(=O)(=O)c1ccc(S(=O)(=O)N2CCC3(CC2)OCCO3)cc1
  A: u | B: 2% | C: 6% | D: 10% | E: -3% | F: -1% | G: -1.0%
Cc1cc(C(=O)Nc2cccnc2)cs1
  A: u | B: 2%[38.3 µM] | C: -5% | D: -4%[46.1 µM] | E: 13% | F: 3% | G: 0.0%
CCCC(=O)Nc1ccc(C(=O)NCCc2ccc(F)cc2)cc1
  A: -15% | B: 8% | C: 0% | D: 15% | E: -3% | F: -8% | G: -0.1%
COc1ccc(C(=O)N/C(=C\c2ccco2)C(=O)NCCCn2ccnc2)cc1
  A: -10% | B: 0% | C: -3% | D: -23%[46.1 µM] | E: -24% | F: -8% | G: 0.0%
CC1(C)CC(C(=O)NCCC(c2ccccc2)c2ccco2)CCO1 (configuration not stated)
  A: -3% | B: 7% | C: 0% | D: -15%[46.1 µM] | E: 3% | F: -2% | G: 0.0%
COC(=O)c1c(C)[nH]c(C(=O)/C=C/c2ccccc2Cl)c1C
  A: x | B: x | C: x | D: -20% | E: 21% | F: -3% | G: -2.8%
O=[N+]([O-])c1cc([N+](=O)[O-])c2n[nH]c(-c3ccccc3)c2c1
  A: 25%[46 µM] | B: -15% | C: 5% | D: -6% | E: u | F: -1% | G: 0.0%
CC(C)OC(=O)/C(=C/c1ccco1)c1ccccc1
  A: x | B: x | C: x | D: 3%[7.67 µM] | E: 4% | F: -7% | G: -1.2%
C/C=C\C=C\C(=O)Nc1cccc(C2=NOC3(C2)C[C@@H](C(N)=O)N(C(=O)C(c2ccccc2)c2ccccc2)C3)c1 (some centres not stated)
  A: x | B: x | C: x | D: -14% | E: -15% | F: 7% | G: 1.6%
O=C(O)COc1ccc(Nc2ccccc2)cc1
  A: -14%[46 µM] | B: 6% | C: -1% | D: 2% | E: -10% | F: -8% | G: -4.0%
CSCCC(NC(=O)c1ccco1)C(=O)O (configuration not stated)
  A: -4% | B: 18%[38.3 µM] | C: -1% | D: 0%[46.1 µM] | E: 7% | F: 0% | G: 0.9%
CC(C)Cn1c(-c2cccs2)nc2ccccc21
  A: u | B: 15%[38.3 µM] | C: -4% | D: -12%[46.1 µM] | E: 5% | F: 0% | G: -1.0%
Cc1ccc(C)c(S(=O)(=O)NC(CCC(N)=O)C(=O)O)c1 (configuration not stated)
  A: 5% | B: x | C: x | D: 0%[46.1 µM] | E: 1% | F: -10% | G: -15%
O=C(/C=C/c1ccc(Br)cc1)NC(=S)Nc1ccc(S(=O)(=O)Nc2nccs2)cc1
  A: -13% | B: 4% | C: -2% | D: u | E: -3% | F: 3% | G: -0.1%
CC(C)(C)c1ccc(-c2n[nH]c(=S)n2C2CCCC2)cc1
  A: u | B: 22%[38.3 µM] | C: -1% | D: u | E: -5% | F: 1% | G: -1.3%
Cc1ccc(N2C(=N)/C(=C3/Nc4ccccc4S3)C(c3ccccc3)C2=O)cc1 (configuration not stated)
  A: -20% | B: x | C: x | D: u | E: -17% | F: -6% | G: 4.2%
S=c1[nH]nc(Cn2cnc3ccccc32)n1-c1ccccc1
  A: 3%[46 µM] | B: 2% | C: -3% | D: 1% | E: -3% | F: 2% | G: -1.5%
CC(C)Sc1cc(N2CCOCC2)nc(-c2ccccc2)n1
  A: 0% | B: 7% | C: 0% | D: -28% | E: 25% | F: -2% | G: -5.0%
Cn1cccc1C(=O)N1CCC2(CCCN(C(=O)Nc3cccc(C#N)c3)C2)CC1
  A: x | B: 25% | C: 0% | D: x | E: x | F: -3% | G: x
COc1ccc(S(=O)(=O)N(CCc2ccccc2)CC(N)=O)cc1
  A: x | B: 0% | C: -1% | D: -8% | E: 4% | F: 11% | G: -0.3%
O=C1C2=C(c3ccccc31)[N+](=O)[C@@H]1CCCC[C@@H]1N2[O-]
  A: u | B: 13%[38.3 µM] | C: -1% | D: 3%[46.1 µM] | E: 3% | F: 7% | G: -1.1%
